T cruzi growth: inhibitors of T. cruzi proliferation | T. cruzi beta-gal in NIH3T3, GalScreen luminescence, 90 h | inhibition, % at 8.34 µM | 77,000 compounds, 5.9% hits;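 active = mean inhibition above about 93%, with at least 55% of replicates each passing it, limit read from the data, passing the limit was not always enough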
C diff growth: inhibitors of Clostridium difficile growth | Clostridium difficile clinical isolate growth, OD600, 24 h; hits give low values | growth activity, negative = inhibition, % at 16 µg/mL (by protocol) | 86,000 compounds, 0.25% hits | AID 1259249;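 active = mean growth activity at or below -80% and every replicate also at or below -80%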;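 also: 0% = DMSO wells and -100% = levofloxacin 16 µg/mL wells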
KDM4C inh: KDM4C (human) demethylase inhibition; inhibition, % at 12.5 µM; Q9H3R0; 96,000 compounds, 0.15% hits; GST-KDM4C 2-372, H3K9me3 peptide, LANCE TR-FRET;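 active = mean replicate inhibition above about 25%, with at least 55% of replicates also reaching it, limit read from the data, passing the limit was not always enough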
Target sequence (Q9H3R0 2-372 limits assumed): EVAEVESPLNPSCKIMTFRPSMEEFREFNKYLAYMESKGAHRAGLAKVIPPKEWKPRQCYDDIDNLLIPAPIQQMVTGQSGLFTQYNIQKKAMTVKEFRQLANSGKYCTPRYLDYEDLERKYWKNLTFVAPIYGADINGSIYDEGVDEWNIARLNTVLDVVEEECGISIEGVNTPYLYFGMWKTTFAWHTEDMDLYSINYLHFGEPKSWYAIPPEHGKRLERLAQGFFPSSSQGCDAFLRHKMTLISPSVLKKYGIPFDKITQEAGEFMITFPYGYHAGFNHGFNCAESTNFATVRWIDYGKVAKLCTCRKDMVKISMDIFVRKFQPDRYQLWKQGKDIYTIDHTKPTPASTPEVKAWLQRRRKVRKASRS
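Material: GST-tagged GASC-1 (JMJD2C) catalytic fragment, aa 2-372. Input: enzyme final amount 10 nM. Medium: HEPES buffer, pH 7.5, plus ascorbate. Reagent: H3K9me3 peptide substrate, Fe(II), 2-oxoglutarate. Doses: single dose. Times: reaction 30 min RT, detection step 1 h RT. Measured by: LANCE TR-FRET. Evaluation: Fall in 671/618 emission ratio as inhibition.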
Pf Dd2 inh: P. falciparum Dd2 growth inhibition | SYBR Green, 72 h; hits give low values | activity change, % at 10 µM | 94,000 compounds, 2.3% hits; in the data active = activity change below about -80%
Starred values were filed as active, the others as inactive; & = joins results of further samples. Not a hit list; any-hit rate near 6.7%.

COc1ccc(NC(=O)N(C)C[C@@H]2OCCCC[C@H](C)Oc3ccc(NS(=O)(=O)c4ccc(F)cc4)cc3C(=O)N([C@H](C)CO)C[C@H]2C)cc1 was read as C diff growth -1, KDM4C inh -0.1 and Pf Dd2 inh -25.
For C[C@@H]1CN([C@@H](C)CO)C(=O)CCCn2nncc2CO[C@H]1CN(C)CC1CCCCC1 the results were T cruzi growth -37&12, C diff growth 1, KDM4C inh -0.3 and Pf Dd2 inh -6&-7.
Screening Cc1ccc(S(=O)(=O)Nc2ccc3c(c2)C(=O)N([C@H](C)CO)C[C@@H](C)[C@@H](CN(C)S(=O)(=O)c2ccc(C)cc2)O3)cc1 returned T cruzi growth 42, C diff growth -14, KDM4C inh 1.6 and Pf Dd2 inh 13.
For C[C@H](CO)N1C[C@H](C)[C@@H](CN(C)Cc2cccc(F)c2)Oc2ncc(C#CCN(C)C)cc2C1=O the results were T cruzi growth -75, C diff growth -2, KDM4C inh 3.3 and Pf Dd2 inh -31.
O=C(Nc1ccc(F)cc1)N[C@@H]1CC[C@@H](CCNS(=O)(=O)c2ccccc2F)O[C@H]1CO was read as C diff growth -6 and KDM4C inh -1.6.
Screening CN1C(=O)c2cc(NC(=O)NCc3ccccc3)ccc2OC[C@H]2O[C@H](CC(=O)NCC3CCCCC3)CC[C@H]21 returned T cruzi growth -13, C diff growth 2, KDM4C inh -1.8 and Pf Dd2 inh 7.
Screening C[C@H](CO)N1C[C@H](C)[C@H](CN(C)C(=O)Nc2ccccc2)Oc2ccc(NC(=O)Nc3ccc(C(F)(F)F)cc3)cc2C1=O returned C diff growth 5, KDM4C inh -2.5 and Pf Dd2 inh -17.
For COc1ccc(NC(=O)Nc2ccc3c(c2)CC(=O)N([C@H](C)CO)C[C@H](C)[C@H](CN(C)C(=O)Nc2ccc4c(c2)OCO4)O3)cc1 the results were T cruzi growth -9, C diff growth 2, KDM4C inh -0.9 and Pf Dd2 inh 21.
Cc1cc(C(=O)Nc2cccc3c2O[C@H](CN(C)S(=O)(=O)c2ccc(Cl)cc2)[C@@H](C)CN([C@H](C)CO)C3=O)n(C)n1 was read as T cruzi growth 22, C diff growth -2, KDM4C inh -0.5 and Pf Dd2 inh 12.
For CN(C)C(=O)c1ccc(-c2ccc([C@@H]3[C@@H](CO)N4CCCCN(C(=O)C5CC5)C[C@H]34)cc2)cc1 the results were T cruzi growth 65, C diff growth 4, KDM4C inh 2.2 and Pf Dd2 inh -76.
COc1cccc(S(=O)(=O)N(C)C[C@@H]2Oc3ncc(-c4ccc(F)cc4)cc3C(=O)N([C@H](C)CO)C[C@@H]2C)c1 was read as T cruzi growth 26, C diff growth 23, KDM4C inh 0.3 and Pf Dd2 inh -44.
`COCC(=O)N1C[C@@H](C)[C@@H](OC)CN(C)C(=O)c2cc(NC(=O)Nc3cccc(F)c3)ccc2OC[C@H]1C` gave T cruzi growth -17, KDM4C inh 0.4 and Pf Dd2 inh -2.
`COc1ccc2c3c(n(C)c2c1)[C@H](CO)N(S(=O)(=O)c1ccc(C)cc1)CC31CCN(Cc2cccnc2)CC1` gave C diff growth -5, KDM4C inh -1.4 and Pf Dd2 inh -76.
For O=C(O)C[C@H]1C[C@@H]2c3cc(NC(=O)Cc4ccncc4)ccc3O[C@@H]2[C@H](CO)O1 the results were C diff growth -8, KDM4C inh 4.4 and Pf Dd2 inh -5.
For C[C@@H]1CCCCO[C@@H](CN(C)Cc2ccncc2)[C@H](C)CN([C@@H](C)CO)C(=O)c2cc(NC(=O)Nc3ccc4c(c3)OCO4)ccc2O1 the results were T cruzi growth 5, C diff growth 6, KDM4C inh 1.3 and Pf Dd2 inh 4.
For CCCNC(=O)C[C@@H]1C[C@H]2c3cc(NC(=O)C4CCOCC4)ccc3O[C@H]2[C@H](CO)O1 the results were C diff growth -3, KDM4C inh 1.0 and Pf Dd2 inh 22.
O=C(C[C@H]1C[C@H]2c3cc(NC(=O)NC4CCCC4)ccc3O[C@H]2[C@H](CO)O1)NCCc1ccccc1 was read as C diff growth 13, KDM4C inh -5.8 and Pf Dd2 inh -3.
For C[C@@H](O)C#Cc1ccc([C@H]2[C@H](CO)N3CCCCN(S(=O)(=O)Cc4ccccc4)C[C@@H]23)cc1 the results were T cruzi growth 67, C diff growth -7, KDM4C inh -0.7 and Pf Dd2 inh -22.
C/C=C/c1ccc([C@@H]2[C@@H](CO)N3CCCCN(C(=O)Nc4ccccc4F)C[C@@H]23)cc1 was read as T cruzi growth 55, C diff growth 6, KDM4C inh -0.5 and Pf Dd2 inh -60.
Screening CCCNC(=O)N1C[C@@H]2[C@H](c3ccccc31)[C@@H](CO)N2C(=O)Nc1ccc(F)cc1 returned T cruzi growth 13, C diff growth 0, KDM4C inh 4.5 and Pf Dd2 inh 1.
Screening C[C@@H]1CN([C@@H](C)CO)C(=O)c2cccc(NC(=O)C3CCCCC3)c2O[C@@H]1CN(C)Cc1ccc(Cl)c(Cl)c1 returned T cruzi growth 82, KDM4C inh 0.1 and Pf Dd2 inh -35.
`CCC(=O)N1CCCCN2[C@H](CO)[C@H](c3ccc(-c4cccc(C#N)c4)cc3)[C@@H]2C1` gave T cruzi growth 92, C diff growth 9, KDM4C inh -0.4 and Pf Dd2 inh 18.
For COCC(=O)N(C)C[C@@H]1Oc2ncc(C#C[C@H](C)O)cc2C(=O)N([C@H](C)CO)C[C@H]1C the results were T cruzi growth 1, C diff growth -2 and KDM4C inh 0.0.
Screening O=C(Cc1ccccn1)N1CC(=O)N2[C@H](C1)[C@@H](c1ccc(-c3ccccc3)cc1)[C@@H]2CO returned C diff growth -7, KDM4C inh 1.1 and Pf Dd2 inh -2.
COc1ccc(S(=O)(=O)Nc2cccc3c2O[C@@H](CN(C)C(=O)Nc2ccc(F)cc2)[C@@H](C)CN([C@H](C)CO)C3=O)cc1 was read as T cruzi growth 31, KDM4C inh -0.3 and Pf Dd2 inh -35.
`O=C(c1ccccc1)N1[C@@H](CO)[C@@H](c2ccccc2)C12CN(CCC(F)(F)F)C2` gave C diff growth 4, KDM4C inh -2.8 and Pf Dd2 inh -17.
`Cc1ccccc1S(=O)(=O)N[C@@H]1CC[C@@H](CCn2cc(-c3ccc(F)cc3)nn2)O[C@H]1CO` gave T cruzi growth -11, KDM4C inh -0.1 and Pf Dd2 inh -22.
`Cc1ccc(S(=O)(=O)N(C)C[C@H]2OCCCC[C@H](C)Oc3ccc(NC(=O)Nc4c(C)noc4C)cc3C(=O)N([C@H](C)CO)C[C@@H]2C)cc1` gave T cruzi growth -79, C diff growth -1, KDM4C inh 0.1 and Pf Dd2 inh -43.
Screening COc1cccc(C(=O)Nc2ccc3c(c2)C(=O)N(C)C[C@H](OC)[C@@H](C)CN(C(=O)C2CCCC2)[C@H](C)CO3)c1 returned T cruzi growth 10 and KDM4C inh -2.0.
Screening C[C@@H]1CN([C@H](C)CO)C(=O)c2cc(NC(=O)NC3CCCCC3)ccc2O[C@@H](C)CCCCO[C@@H]1CN(C)Cc1ccc2c(c1)OCO2 returned T cruzi growth 75, C diff growth 3 and KDM4C inh 1.5.
Screening CNC[C@@H]1OCCCC[C@H](C)Oc2ccc(NS(=O)(=O)c3ccccc3)cc2C(=O)N([C@@H](C)CO)C[C@@H]1C returned T cruzi growth 26, C diff growth -6, KDM4C inh 1.1 and Pf Dd2 inh 12.
`COCC(=O)Nc1ccc2c(c1)OC[C@H](C)N(C)C[C@@H](C)[C@H](OC)CN(C)C2=O` gave T cruzi growth 16, C diff growth -1, KDM4C inh 5.3 and Pf Dd2 inh 23.
`O=C(NCC[C@H]1CC[C@@H](NS(=O)(=O)Cc2ccccc2)[C@H](CO)O1)C1CCC1` gave T cruzi growth -2, KDM4C inh 6.0 and Pf Dd2 inh 2.
For C[C@H](CO)N1C[C@H](C)[C@@H](CN(C)Cc2ccc(C(=O)Nc3ccccc3N)cc2)Oc2ccc(NS(C)(=O)=O)cc2C1=O the results were T cruzi growth 90, C diff growth 4, KDM4C inh -1.1 and Pf Dd2 inh -27.
CCC(=O)N1[C@H](CO)[C@H]2c3ccccc3N(C(=O)NC(C)C)C[C@H]21 was read as T cruzi growth -19, C diff growth -6, KDM4C inh 1.9 and Pf Dd2 inh 7.
For C[C@H](CO)N1C[C@H](C)[C@H](CN(C)C(=O)CCCN(C)C)OCCCC[C@H](C)Oc2ccc(NC(=O)CCC(F)(F)F)cc2C1=O the results were T cruzi growth 16, C diff growth -5, KDM4C inh 3.4 and Pf Dd2 inh 94.
`O=C(C[C@H]1C[C@@H]2c3cc(NC(=O)NC4CCCC4)ccc3O[C@@H]2[C@H](CO)O1)NC1CCCC1` gave T cruzi growth 19, KDM4C inh 1.0 and Pf Dd2 inh -3.
C[C@@H]1CCCCO[C@@H](CN(C)S(=O)(=O)c2ccccc2)[C@H](C)CN([C@H](C)CO)C(=O)c2cc(NS(=O)(=O)c3ccc(F)cc3)ccc2O1 was read as T cruzi growth 64, C diff growth -5, KDM4C inh -1.7 and Pf Dd2 inh -60.
Screening C/C=C/c1ccc2c(c1)O[C@H](CN(C)Cc1cncnc1)[C@@H](C)CN([C@H](C)CO)S2(=O)=O returned C diff growth 0, KDM4C inh -0.3 and Pf Dd2 inh 14.
For C[C@@H]1CN([C@@H](C)CO)S(=O)(=O)c2ccc(C#Cc3cccnc3)cc2O[C@@H]1CN(C)C(=O)CN(C)C the results were T cruzi growth 26, C diff growth 3, KDM4C inh -4.7 and Pf Dd2 inh -30.
For COc1ccc(NC(=O)N(C)C[C@H]2OCCCC[C@@H](C)Oc3ccc(NC(=O)NC4CCCCC4)cc3C(=O)N([C@H](C)CO)C[C@H]2C)cc1 the results were T cruzi growth -24, C diff growth -7, KDM4C inh -1.1 and Pf Dd2 inh -59.
For COc1cccc(C#Cc2ccc([C@@H]3[C@H](CO)N4C(=O)CN(S(=O)(=O)c5ccccc5C)C[C@@H]34)cc2)c1 the results were C diff growth 62, KDM4C inh -2.4 and Pf Dd2 inh -13.
For CC(C)NC(=O)Nc1ccc2c(c1)C(=O)N([C@H](C)CO)C[C@H](C)[C@H](CN(C)C(=O)NC1CCCCC1)OCCCC[C@@H](C)O2 the results were T cruzi growth -1, C diff growth -2, KDM4C inh -1.2 and Pf Dd2 inh -1.
Screening CCCNC(=O)C[C@@H]1C[C@@H]2c3cc(NC(=O)CC4CC4)ccc3O[C@@H]2[C@H](CO)O1 returned T cruzi growth 7, C diff growth -1, KDM4C inh -0.8 and Pf Dd2 inh 9.
`O=C(Nc1ccccc1F)N1CC(=O)N2[C@H](CO)[C@@H](c3ccc(-c4cccnc4)cc3)[C@H]2C1` gave C diff growth -6, KDM4C inh -0.3 and Pf Dd2 inh -13.
Screening CN(C)C(=O)c1ccc(-c2ccccc2[C@H]2[C@H](C#N)N(C(=O)C3CCC3)[C@H]2CO)cc1 returned C diff growth 6, KDM4C inh 0.6 and Pf Dd2 inh -22.
Screening Cc1ccc(S(=O)(=O)Nc2ccc3c(c2)C(=O)N([C@@H](C)CO)C[C@H](C)[C@@H](CN(C)S(=O)(=O)c2cccs2)OCCCC[C@@H](C)O3)cc1 returned C diff growth 2 and KDM4C inh -1.1.
For CO[C@H]1CN(C)C(=O)c2ccc(NC(=O)NC(C)C)cc2OC[C@@H](C)N(C(=O)NC(C)C)C[C@H]1C the results were T cruzi growth 5, C diff growth -4, KDM4C inh 2.2 and Pf Dd2 inh 12.
Screening COc1ccccc1-c1ccc2c(c1)O[C@H](CN(C)C(=O)c1ccccc1)[C@@H](C)CN([C@@H](C)CO)S2(=O)=O returned T cruzi growth 19, C diff growth 5, KDM4C inh -0.4 and Pf Dd2 inh -60.
Screening C[C@@H]1CN([C@@H](C)CO)C(=O)c2c(c3ccccc3n2C)-c2ccccc2CO[C@@H]1CN(C)Cc1ccc2c(c1)OCO2 returned C diff growth 18, KDM4C inh -0.2 and Pf Dd2 inh -83*.

Copied from above (6 entries):
Screening CCCNC(=O)C[C@@H]1C[C@@H]2c3cc(NC(=O)CC4CC4)ccc3O[C@@H]2[C@H](CO)O1 returned T cruzi growth 7, C diff growth -1, KDM4C inh -0.8 and Pf Dd2 inh 9.
`O=C(Nc1ccccc1F)N1CC(=O)N2[C@H](CO)[C@@H](c3ccc(-c4cccnc4)cc3)[C@H]2C1` gave C diff growth -6, KDM4C inh -0.3 and Pf Dd2 inh -13.
Screening CN(C)C(=O)c1ccc(-c2ccccc2[C@H]2[C@H](C#N)N(C(=O)C3CCC3)[C@H]2CO)cc1 returned C diff growth 6, KDM4C inh 0.6 and Pf Dd2 inh -22.
Screening Cc1ccc(S(=O)(=O)Nc2ccc3c(c2)C(=O)N([C@@H](C)CO)C[C@H](C)[C@@H](CN(C)S(=O)(=O)c2cccs2)OCCCC[C@@H](C)O3)cc1 returned C diff growth 2 and KDM4C inh -1.1.
For CO[C@H]1CN(C)C(=O)c2ccc(NC(=O)NC(C)C)cc2OC[C@@H](C)N(C(=O)NC(C)C)C[C@H]1C the results were T cruzi growth 5, C diff growth -4, KDM4C inh 2.2 and Pf Dd2 inh 12.
Screening COc1ccccc1-c1ccc2c(c1)O[C@H](CN(C)C(=O)c1ccccc1)[C@@H](C)CN([C@@H](C)CO)S2(=O)=O returned T cruzi growth 19, C diff growth 5, KDM4C inh -0.4 and Pf Dd2 inh -60.
